Tb PFK block – T. brucei PFK enzyme inhibition. O15648. T. brucei PFK, ADP-Glo luminescence. Potency, µM (highest dose often 57.5 µM), without a hit: at the highest dose activity, negative = inhibition, most hits filed as inhibitors. 330,000 compounds, 0.17% hits. AID 485367;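 also: potency is read from the fitted curve at half-maximal effect; 0% = uninhibited 1x PFK enzyme wells and -100% = no-enzyme wells; nearly all actives have a fitted effect of over 60% in size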
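Activity is normalized to no-enzyme wells (full inhibition) and 1.25 nM enzyme wells (no inhibition). Reaction: 0.5 mM F6P, 0.1 mM ATP, 45 min RT, ADP-Glo luminescence; concentration-response curves fitted and classed by quality.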
Chronic BCR inh – chronic active BCR signaling inhibition; ABC-DLBCL IkBa-CBG/CBR reporter, luminescence ratio, 4 h; Potency, µM (series often up to 46.1 µM), inactives show top-dose ratio change, negative = lower green/red ratio, usual class: inhibitors; 340,000 compounds, 0.05% hits; AID 493014; active = well fitted inhibition curve with a large enough effect in the signal ratio, with a control signal flat, not every such curve was filed as active; inconclusive = small, poorly fitted or top-dose-only effect, or effect the other way, or a change in a side signal; the % refers to the signal ratio;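 also: potency is read from the fitted curve at half-maximal effect; plate controls were basal doxycycline-induced cells for no effect and cells given 10 µM MG132 for full effect; MG132 reads +100%, hits lower the ratio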
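Cell line TMD8 (human ABC DLBCL), stably expressing tet-inducible CBG68-IkBa fusion and CBR; IMDM/0.5% FBS; cpd up to 46 uM; dox induction, 4 h, 37C/5% CO2; dual luminescence; green/red ratio; MG132 control.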
A-T KAP1 phos – potential ataxia-telangiectasia treatments restoring KAP-1 phosphorylation | […] A-T fibroblasts, KAP-1 phosphorylation AlphaLISA; neocarzinostatin DNA damage 30 min before lysis | Potency, µM (highest dose often 57.5 µM), for inactives: at the top dose activation, usual class: activators | 320,000 compounds, 0.19% hits; also: potency is read from the fitted curve at half-maximal effect; % of control where 0% means no effect; nearly all actives have a fitted effect of over 45% in size
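ATM-like activity read as KAP-1 phosphorylation via AlphaLISA donor/acceptor antibody pairs after lysis and 6 hr at 25C. Cells were ATM-null patient fibroblasts ([…], hTERT), dosed 60 min, then exposed to the DSB inducer NCS for 30 min.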
ASM inhibitor – human S-ASM enzyme inhibition; P17405; placental ASM, HMU-PC fluorogenic substrate, 60 min; Potency, µM (top dose mostly 57.5 µM), for the others: top-dose activity change, negative = inhibition, actives largely listed as inhibitors; 340,000 compounds, 0.006% hits; AID 504937; also: potency is read from the fitted curve at half-maximal effect
Target sequence (P17405 47-631 limits assumed): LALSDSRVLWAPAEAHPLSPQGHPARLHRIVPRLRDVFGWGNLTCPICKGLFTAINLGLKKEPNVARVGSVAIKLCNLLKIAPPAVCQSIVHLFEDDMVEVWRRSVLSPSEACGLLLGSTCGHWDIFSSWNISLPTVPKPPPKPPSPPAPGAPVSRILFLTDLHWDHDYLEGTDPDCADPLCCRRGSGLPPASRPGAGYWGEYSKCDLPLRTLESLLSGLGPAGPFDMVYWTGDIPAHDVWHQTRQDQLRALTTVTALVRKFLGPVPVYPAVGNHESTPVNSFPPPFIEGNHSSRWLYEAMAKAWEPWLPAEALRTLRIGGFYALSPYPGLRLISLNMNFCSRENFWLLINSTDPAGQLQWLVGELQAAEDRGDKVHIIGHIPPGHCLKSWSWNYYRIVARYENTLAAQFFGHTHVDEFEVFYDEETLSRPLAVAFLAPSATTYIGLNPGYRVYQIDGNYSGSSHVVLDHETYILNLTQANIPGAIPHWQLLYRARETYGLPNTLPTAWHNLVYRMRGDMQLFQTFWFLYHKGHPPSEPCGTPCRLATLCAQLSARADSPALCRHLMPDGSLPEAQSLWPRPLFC
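Fluorescence read-out (Ex 386 nm, Em 447 nm) after stopping the reaction at pH 10. Enzyme: ASM from human placenta; substrate HMU-PC0, 9 uM final; 60 min, 37 °C. Compound preincubation 10 min, ambient temperature.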
TSHR antag – human thyrotropin receptor antagonism; P16473; 330,000 compounds, 0.2% hits; AID 504810; activity change, negative = inhibition, % at 11.5 µM; TSHR-expressing cells, TSH-stimulated cAMP HTRF, 2 h; hits give low values;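 active = activity change below a set negative limit, meaning inhibition stronger than a set level, cut at about -70% in these data; inconclusive = activity change between two set negative limits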; also: % is scaled to controls: 0 for no effect and ±100 for the full control effect
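Freshly harvested TSHR cells receive pin-tooled compound, then EC80 TSH at 4nM final. After 2 hours at 37 deg C, antibody in lysis buffer and cAMP-d2 are added; 30 minutes at ambient temperature precede the HTRF read.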
TCR activator – activators of T cell receptors; Potency, µM (series often up to 9.22 µM), for inactives: top-dose activation of IL-2 secretion, most hits filed as activators; AID 504894; 330,000 tested, under 10 active; primary human leukocytes, anti-CD3, IL-2 HTRF, 48 h; also: % of control where 0% means no effect
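TCR engagement came from a-CD3 beads alone, with compounds added to primary human leukocytes for 48 hr. Secreted IL-2 bridged europium cryptate- and d2-labelled anti-IL-2 antibodies, giving FRET emission at 665nm after 320nm excitation.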
ELG1 repair inh – blocks ELG1-dependent DNA repair in HEK293T cells | HEK293T ELG1-luciferase reporter, luminescence, 16 h; DNA damage induced by 5-fluorouridine | Potency, µM (series often up to 46.1 µM), for the others: top-dose activity change, negative = inhibition, usual class: inhibitors | 330,000 compounds, 2.3% hits | AID 504467; also: potency is read from the fitted curve at half-maximal effect; % is scaled to controls: 0 for no effect and ±100 for the full control effect; nearly all actives have a fitted effect of over 55% in size
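5-Fluorouridine DNA damage + compound/DMSO, 2,000 cells/well, 16 h, 37 °C/5% CO2. ONE-Glo, 30 min RT, luminescence. Readout = decrease in reporter signal.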
TSG101-PTAP inh – blocks PTAP/TSG101 interaction to inhibit HIV-1 budding | 340,000 tested, under 10 active | AID 493005 | Potency, µM (highest dose often 115 µM), for the others: at the top dose activity change, negative = inhibition, actives largely listed as inhibitors | Fluorescence polarization, FITC-PTAP peptide / Tsg101 binding | Q99816; active = well fitted inhibition curve with a large enough effect in the main read-out, with a control signal flat, not every such curve was filed as active; inconclusive = small, poorly fitted or top-dose-only effect, or effect the other way, or a change in a side signal; inactive = no such curve, though single readings can be large or run the other way; also: potency is read from the fitted curve at half-maximal effect; % of control where 0% means no effect
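Compounds were pin-transferred onto Tsg101 binding domain (10 uM final) in HEPES pH 7.5 buffer, then FITC-PTAP peptide was added at 50 nM final. After 20 min at RT, polarization reported peptide displacement across a qHTS concentration series.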
Eya2 phos inh – Eya2 (human) phosphatase inhibition; 330,000 compounds, 0.006% hits; O00167; Potency, µM (doses to about 76.9 µM), inactives show at the highest dose activity, negative = inhibition, hits mostly inhibitors; recombinant Eya2, OMFP fluorescence dephosphorylation (OMFP is methylfluorescein phosphate); AID 488837; also: potency is read from the fitted curve at half-maximal effect; % is scaled to controls: 0 for no effect and ±100 for the full control effect
Target sequence (O00167 whole entry, looked up): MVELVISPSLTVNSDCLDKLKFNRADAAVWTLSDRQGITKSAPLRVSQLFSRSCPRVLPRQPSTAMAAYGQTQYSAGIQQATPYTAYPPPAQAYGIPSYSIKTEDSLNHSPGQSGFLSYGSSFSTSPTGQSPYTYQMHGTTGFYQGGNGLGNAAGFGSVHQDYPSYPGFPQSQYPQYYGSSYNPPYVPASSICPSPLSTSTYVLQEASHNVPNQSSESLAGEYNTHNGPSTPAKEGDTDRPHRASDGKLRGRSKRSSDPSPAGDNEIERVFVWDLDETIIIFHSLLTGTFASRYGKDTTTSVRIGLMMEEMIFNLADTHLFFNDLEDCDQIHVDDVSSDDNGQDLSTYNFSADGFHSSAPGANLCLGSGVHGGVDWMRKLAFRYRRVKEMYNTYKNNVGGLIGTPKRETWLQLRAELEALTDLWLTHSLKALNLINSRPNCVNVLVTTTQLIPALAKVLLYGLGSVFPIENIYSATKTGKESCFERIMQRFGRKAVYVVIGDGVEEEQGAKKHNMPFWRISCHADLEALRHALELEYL
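Eya2 (0.2 uM) preincubated 10 min at ambient with compound, then OMFP substrate added at 50 uM; 10 min reaction in 50 mM HEPES pH 7.5, 50 mM NaCl, 5 uM MgCl2, 0.05% BSA, 1 mM DTT. Fluorescence read at Ex 485/Em 525 nm.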
Mito fusion yeast – inhibitors of mitochondrial division or activators of mitochondrial fusion; 320,000 compounds, 0.23% hits; S. cerevisiae fusion-defective mutant growth rescue, CellTiterGlo 48 h; Potency, µM (highest dose often 46.1 µM), inactives show at the highest dose growth rescue (activation), hits mostly activators;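 also: potency is read from the fitted curve at half-maximal effect; % of control where 0% means no effect; nearly all actives have a fitted effect of over 45% in size; temperature-sensitive fusion mutants such as fzo1-1 at 37 °C on non-fermentable ethanol glycerol medium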
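Yeast fusion mutant, YPEG (non-fermentable carbon), compound, 48 h at 37C non-permissive; CellTiterGlo added, 10 min RT, luminescence read. Rescued growth = division inhibition.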
a7 integrin act – integrin-mediated muscular dystrophy alleviation activation; 350,000 compounds, 0.064% hits; Potency, µM (series often up to 38.3 µM), without a hit: at the top dose activation, actives largely listed as activators; alpha7betagal myoblasts, beta-gal FDG fluorescence, 48 h;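 also: potency is read from the fitted curve at half-maximal effect; 100% = response of the positive control SU9516; nearly all actives have a fitted effect of over 60% in size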
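Alpha7betagal+/- myoblasts (passage 13) were plated 16-24 hr, then exposed to compounds (1:260 dilution of DMSO stock) for 48 hours at 37C. After MPER lysis, β-galactosidase reporter activity was read as FDG fluorescence (ex 480/em 540) after 30 minutes.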
* hit, by the source's call; ? = inconclusive; / = not tested or not shown; & = joins results of further samples; [ ] = remark or other dose. Unless noted, calls follow the shape of the dose curve; as a rule, active = well fitted curve in the direction sought with a large enough effect; inconclusive = small, poorly fitted or top-dose-only effect, or another doubt; inactive = no such curve, though single readings can be large; an effect the other way counts as inactive or inconclusive. This is a random part of the collection; any-hit rate near 3.2%.

SMILES	Tb PFK block	Chronic BCR inh	A-T KAP1 phos	ASM inhibitor	TSHR antag	TCR activator	ELG1 repair inh	TSG101-PTAP inh	Eya2 phos inh	Mito fusion yeast	a7 integrin act
O=C(NCC(c1ccco1)N1CCCC1)c1ccccc1Sc1ccc(C(F)(F)F)cc1[N+](=O)[O-] (configuration not stated)	-1%	?	-4%	-3%	10	-2%	4%	-4%	-23%	13%	-58%[inhibitor]
CC(C)n1cnc2c(NCc3ccc(S(N)(=O)=O)cc3)nc(NCc3ccc(S(N)(=O)=O)cc3)nc21	-5%	?	5%	1%	3	2%	1%	/	0%	0%	-12%
COc1ccc(CCNC(=O)CCC(=O)N2CCOc3ccccc32)cc1OC	0%	1%	-10%	1%	7	1%	-1%	-1%	10%	-2%	32%
Cc1cc(C(=O)CSc2nnnn2C)c(C)n1-c1ccc2c(c1)OCCO2	7%	?	0%	-3%	-3	-3%	?	-4%	-1%	3%	-24%
COc1ccc(Oc2ccccc2/C=C/C(=O)O)cc1	-4%	5%	5%	4%	-4	-5%	18%	-5%	17%	9%	9%
C/C(=N\N1C(=O)c2ccccc2C1=O)c1cccc([N+](=O)[O-])c1	-8%	5%	15%	6%	-4	0%[46.1 µM]	10%	1%	8%	0%	?
Cc1cc2ncc(-c3cccc(Cl)c3)cn2n1	-3%	?	-5%	-3%	4	0%	?	0%	2%	3%	6%
Cc1c(C(=O)N2CCN(c3ccccn3)CC2)oc2c(F)cccc12	2%	?	11%	5%	-3	4%	-26%	-3%	1%	4%	-10%
Cc1ccccc1C(=O)Nc1ccc(C(=O)N/N=C/c2ccc(F)cc2)cc1	1%	1%	0%	11%	4	8%	-8%	0%	-24%	5%	-12%
CCCCC(=O)NNC(=S)NCc1ccccc1	2%	5%	-4%	0%	4	-2%	2%	3%	0%	-2%	27%
COc1ccc(CCNC(=O)Cn2nnc3ccccc3c2=O)cc1	1%	3%	-3%	6%	10	-4%[46.1 µM]	17%	-10%	-5%	-5%	28%
CCN1CCN(CCCN(Cc2ccco2)C(=S)Nc2ccc(Cl)cc2)CC1	-3%	1%	1%	0%	3	-2%	5%	-9%	5%	-1%	15%
CSc1nc(O)c(C(c2cccc([N+](=O)[O-])c2)c2c(O)nc(SC)[nH]c2=O)c(=O)[nH]1	1%	?	-9%	-3%	14	5%	6%	-4%	4%	-2%	?
NS(=O)(=O)c1ccc(CCNC(=O)c2cc(=O)[nH]c3ccccc23)cc1	0%	-9%	-2%	9%	6	-20%	-10%	-2%	5%	2%	33%
NC(=O)[C@@H]1CCNc2c(I)cc([N+](=O)[O-])cc2C(=O)N[C@@H](CO)C(=O)N[C@@H](Cc2ccc(O)cc2)C(=O)N1	1%	0%	/	/	14	/	3%	/	-12%	7%	/
CN1CCN(C(=O)C2=C[C@H](c3coc4ccccc4c3=O)C[C@H](OCc3ccc(CO)cc3)O2)CC1	2%	-1%	21%	6%	-5	11%	-5%	-3%	6%	1%	-22%
CC1=C(C(=O)OCC(C)C)C(c2ccc(Br)s2)NC(=O)N1 (configuration not stated)	-2%	-13%	1%	-2%	-2	3%	-6%	-4%	-18%	-1%	2%
Cc1c(C)c2ccc(OC(C)C(=O)N3CC[C@@]4(O)CCCC[C@H]4C3)c(C)c2oc1=O (some centres not stated)	0%	?	7%	3%	19	-4%	-5%	-4%	-2%	9%	-9%
Cc1oncc1-c1cn2ccccc2n1	1%	-5%	1%	0%	17	-6%	?	-1%	21%	-2%	-15%
Cc1ccc(/C=N\NC(=O)c2csnn2)cc1	-3%	?	0%	-3%	4	-8%	?	-2%	4%	0%	-30%
Cc1ccc2[nH]cc(C(=O)NCc3cccs3)c(=O)c2c1	4%	15%	/	0%	-14	3%[46.1 µM]	?	-1%	-3%	3%	7%
CCN(C(=O)COC(=O)CN(C)S(=O)(=O)c1ccc(NC(C)=O)cc1)C1CCS(=O)(=O)C1 (configuration not stated)	-5%	0%	15%	0%	14	-3%	0%	-11%	5%	-2%	-16%
CC1CCCC(NC(=O)CNC(=O)c2cccs2)C1C (configuration not stated)	-4%	0%	-2%	3%	2	4%	?	0%	6%	-5%	3%
O=C(CN1CCN(c2ccccn2)CC1)Nc1ccc(OCc2ccccc2)cc1	-4%	0%	0%	-4%	-13	2%	?	-4%	-4%	3%	-27%
CCOC(=O)C1CCCN(C(=O)c2ccc(C(=O)c3ccccc3)cc2)C1 (configuration not stated)	-1%	1%	-1%	3%	-10	/	-3%	0%	10%	9%	-12%
Additional records
SMILES	Tb PFK block	Chronic BCR inh	A-T KAP1 phos	ASM inhibitor	TSHR antag	TCR activator	ELG1 repair inh	TSG101-PTAP inh	Eya2 phos inh	Mito fusion yeast	a7 integrin act
CCOc1ccc(NC(=O)CCN2CCCCC2)cc1	1%	1%	0%	5%	-4	-2%	10%	-1%	-2%	0%	2%
Cc1cc(NC(=O)CN2C(=O)c3ccccc3S2(=O)=O)no1	0%	1%	8%	2%	5	3%	-1%	0%	6%	-2%	15%
COCC(C)NC(=S)N1CCN(c2ccccc2Cl)CC1 (configuration not stated)	1%	-6%	9%	1%	-31	-1%	-9%	-6%	-15%	-16%	3%
CCOc1ccccc1N(C)C(=O)CCS(=O)(=O)c1ccc2c(c1)NC(=O)C(C)S2 (configuration not stated)	1%	-3%	5%	3%	-3	-3%	-14%	-6%	-8%	1%	-4%
CCn1c(SCC(=O)N2CCN(c3ccccc3)CC2)nnc1-c1ccoc1C	-2%	0%	8%	4%	-1	7%	16µM*	-4%	14%	0%	10%
N#CCCN(C(=O)COC(=O)c1ccc2c(c1)OCO2)c1ccccc1	-17%	?	0%	1%	5	-3%	2%	1%	-4%	-4%	-22%
Cc1oc(-c2ccccc2Cl)nc1CS(=O)(=O)CC(=O)NCCc1ccccc1	1%	-6%	4%	-4%	-3	-1%	-21%	0%	2%	-2%	-12%
COc1ccc(C(=O)c2c3ccc(OC)cc3[n+]([O-])n2CCCC(N)=O)cc1	-20%	-10%	-5%	-2%	-5	7%	0%	-1%	-44%	-1%	-9%
CC(=O)Nc1ccc2c(c1)CCc1ccccc1-2	-3%	-8%	5%	3%	10	-4%	?	-10%	-5%	21%	24%
Nc1nc(-c2ccco2)nn1S(=O)(=O)c1ccccc1	1%	-18%	7%	-2%	2	-19%	-5%	-2%	7%	-1%	-14%
COc1ccc(C(=O)c2c(C(F)(F)F)oc3c2C(=O)c2ccccc2C3=O)cc1	-2%	18%	-9%	-13%	22	-3%	10µM*	0%	-8%	-5%	-56%[inhibitor]
O=C(c1ccc(-c2cc(O)c3ncccc3c2)cc1)N1CCNCC1	6%&4%	-13%&-5%	5%&-2%	-1%	-14&2	-3%	?	1%	1%&-1%	1%	/
CC(C)CNS(=O)(=O)c1ccccc1C(=O)N1CCCCC1	12%	7%	16%	1%	13	-1%	?	-5%	22%	-2%	-11%
O=C(N/N=C/c1cccnc1)c1cc(-c2cccs2)nc2ccccc12	2%	-5%	5%	47%[activator]	0	2%[46.1 µM]	?	1%	6%	0%	-26%
Cc1ccc(-n2ncc3c(=O)n(CC(=O)OCc4ccccc4)cnc32)cc1	-10%	0%	2%	1%	-19	-6%	?	-6%	13%	-8%	4%[7.66 µM]
O=C(COC(=O)C1CC1)NCc1ccccc1	-6%	-1%	5%	0%	10	1%	?	-3%	1%	5%	-14%
Cc1cc(-c2ccccc2)n2nc(N)nc2n1	-1%	?	-10%	7%	2	4%	0%	1%	-27%	-8%	13µM*
CC(=O)N1c2ccc(S(=O)(=O)N(C)CC(=O)NC3CCCC3)cc2CC1C (configuration not stated)	2%	-1%	0%	0%	16	-2%	1%	-2%	-2%	-5%	25%
O=c1cc(CN2CCN(c3ccccc3F)CC2)c2cc3c(cc2o1)CCCC3	0%	?	1%	-6%	-2	1%	-2%	0%	-14%	0%	27%
